HCV inhibitor – inhibitors of hepatitis C virus infection | Huh7.5.1 HCVcc-Cre infection, luciferase reporter, 44 h | Potency, µM (highest dose often 41.8 µM), without a hit: at the highest dose activity change, negative = inhibition, actives largely listed as inhibitors | 340,000 compounds, 3.4% hits | AID 651820
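Cells seeded at 1,000/well and cultured 4 h, then compounds added followed by HCVcc-Cre virus (~0.5 moi). After 44 h further culture, luciferase substrate was added, plates held 15 min at room temperature, and luminescence read for 15 sec.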
TbPYK inhibitor – inhibitors of Trypanosoma brucei pyruvate kinase; Q57TT1; TbPYK enzyme, Kinase-Glo Plus ATP luminescence, 45 min; Potency, µM (titrated, usually from 76.8 µM), for the others: top-dose activity, negative = inhibition, most hits filed as inhibitors; 410,000 compounds, 0.12% hits; note: nearly all actives have a fitted effect of over 50% in size
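Luminescent Kinase-Glo Plus end-point after 45 min room-temperature reaction of T. brucei pyruvate kinase started with 130 uM ADP (final). Buffer TEA 50 mM pH 7.2 with KCl, MgCl2, BSA, Tween-20; titration-based qHTS with fitted concentration-effect curves.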
LmPK inhibitor – inhibitors of Leishmania mexicana pyruvate kinase | Potency, µM (series often up to 57.5 µM), for inactives: at the highest dose activity change, negative = inhibition, most hits filed as inhibitors | Q27686 | AID 1721 | 290,000 compounds, 0.37% hits | purified LmPK, Kinase-Glo ATP luminescence, 1 h
Target sequence (Q27686 whole entry, looked up): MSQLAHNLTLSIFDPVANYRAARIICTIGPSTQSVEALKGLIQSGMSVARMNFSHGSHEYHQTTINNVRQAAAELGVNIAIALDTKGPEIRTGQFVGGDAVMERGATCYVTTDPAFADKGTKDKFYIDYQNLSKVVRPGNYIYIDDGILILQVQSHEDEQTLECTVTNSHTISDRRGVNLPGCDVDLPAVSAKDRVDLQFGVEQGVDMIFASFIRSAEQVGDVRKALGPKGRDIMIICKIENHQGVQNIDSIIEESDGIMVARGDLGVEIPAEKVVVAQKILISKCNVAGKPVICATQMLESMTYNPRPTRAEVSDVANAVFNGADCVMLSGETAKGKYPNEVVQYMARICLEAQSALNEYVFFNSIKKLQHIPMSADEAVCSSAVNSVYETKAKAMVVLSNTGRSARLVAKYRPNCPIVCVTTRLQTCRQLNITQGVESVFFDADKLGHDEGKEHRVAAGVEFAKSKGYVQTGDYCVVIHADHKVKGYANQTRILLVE
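Screened at intermediate enzyme activity to detect both inhibitors and activators: LmPK at 0.1 nM, with a 0.5 nM enzyme column as activation reference. PEP 0.5 mM, ADP 0.1 mM; ATP detected by luminescence after 1 h.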
Pf growth 96h – P. falciparum growth inhibition at 96 hours; P. falciparum luciferase reporter growth, 96 h; Potency, µM (highest dose often 28.7 µM), for inactives: at the highest dose activity change, negative = inhibition, actives largely listed as inhibitors; 320,000 compounds, 6.9% hits
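Delayed-death screen, second-generation endpoint: infected erythrocytes, 2% hematocrit, 0.05% parasitemia final; 96 hours at 37 C, 5% CO2; luciferase detection reagent; luminescence decrease equals reduced growth.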
Sm TGR block – inhibitors of Schistosoma mansoni thioredoxin glutathione reductase; Q962Y6; purified TGR, DTNB reduction, TNB absorbance 405 nm; Potency, µM (doses to about 114 µM), for the others: at the top dose activity change, negative = inhibition, most hits filed as inhibitors; 360,000 compounds, 3% hits; note: nearly all actives have a fitted effect of over 60% in size
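Kinetic colorimetric format: TGR-catalysed, NADPH-driven DTNB reduction monitored via TNB absorbance. Enzyme dispensed at 20 nM; compound exposure 15 min at room temperature before reaction start.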
Pf growth 48h – inhibits P. falciparum growth in the first generation, 48 h. P. falciparum luciferase growth in erythrocytes, 48 h. Potency, µM (titrated, usually from 28.7 µM), for inactives: top-dose activity change, negative = inhibition, actives largely listed as inhibitors. AID 504832. 310,000 compounds, 5.9% hits
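Here the parasites carry a stable luciferase gene and grow inside erythrocytes in Albumax-based RPMI medium with compound for one erythrocytic cycle. Activity is scored as loss of luminescent signal.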
The depositor's hits bear a star; i = inactive; ? = inconclusive; . = no result given; & = joins results of further samples; [ ] = remark or other dose. Calls come from the whole dose curve; as a rule, active = well fitted curve in the direction sought with a large enough effect; inconclusive = small, poorly fitted or top-dose-only effect, or another doubt; inactive = no such curve, though single readings can be large; an effect the other way counts as inactive or inconclusive. % is set by controls: 0 for no effect and ±100 for the full control effect; potency is the fitted concentration of half-maximal effect.

The line under a structure holds: LmPK inhibitor | TbPYK inhibitor | Pf growth 48h | HCV inhibitor | Pf growth 96h | Sm TGR block
> NCC(O)COCCC12CC3CC(CC(C3)C1)C2 (stereo unspecified)
    5% | -5% | 9% | 11% | -1% | 1%
> Cc1nnc(SCC(=O)N2CCN(C(=O)c3ccco3)CC2)n1C
    . | -4% | 12% | 14% | 22% | -31%
> Cn1c(SCC(=O)NC2CCCc3ccccc32)nnc1C1CC1 (stereo unspecified)
    . | 1% | ? | 18% | 14% | 1%
> Clc1cccc(-c2nnc3n2CCCCC3)c1
    -2% | -5% | 478%[activator] | -4% | -5% | 4%
> CN1CCN(C(=S)NCCc2ccccc2)CC1
    -2% | -3% | 40%[activator] | 11% | 44%[activator] | -11%
> CCOc1ccc(S(=O)(=O)N2CCCCC2)cc1NC(=O)C1CSC2(C)CCC(=O)N12 (stereo unspecified)
    . | -1% | 1µM* | -17% | ? | 0%
> COc1cccc(CNC(=S)NC2CC2)c1
    1% | 2% | 11% | 31%[activator] | ? | -5%
> COc1ccc(CCNC(=O)C(=O)NCC2OCCN2S(=O)(=O)c2ccc(Br)cc2)cc1 (stereo unspecified)
    -1% | 0% | -7% | 6% | ? | -2%
> CCOc1ccc(N2Cc3ccccc3C2)cc1
    -23% | -2% | ? | -2% | 7.4µM* | 56µM*
> CCOC(=O)c1cnc2c(cnn2C)c1NCCCN(C)C
    -8% | 1% | 10% | -20% | 0% | 7%
> O=C(c1ccc(Br)cc1)N1CCN(S(=O)(=O)c2ccccc2)CC1
    2% | -3% | 11% | -8%&1% | 19% | 1%
> O=C(CSc1ccc(-c2ccc(Cl)cc2)nn1)Nc1ccc2c(c1)OCCO2
    5% | 4% | 12% | ? | 37%[activator] | -8%
> Oc1ccc2c(c1)oc1cc(O)ccc12
    2% | -3% | 60%[activator] | ? | -24% | -6%
> Cc1cccc(C)c1NC(=O)CSCC(=O)O
    1% | 0% | 12% | 13% | -2% | -7%
> CC(C)Cn1c(N)c(C(=O)CSc2ccc3c(c2)OCCO3)c(=O)n(C)c1=O
    3% | -3% | 4% | 2µM* | 63%[activator] | 5%

Quoted at random: four records from the list.
The line under a structure holds: LmPK inhibitor | TbPYK inhibitor | Pf growth 48h | HCV inhibitor | Pf growth 96h | Sm TGR block
> NCC(O)COCCC12CC3CC(CC(C3)C1)C2 (stereo unspecified)
    5% | -5% | 9% | 11% | -1% | 1%
> CCOc1ccc(S(=O)(=O)N2CCCCC2)cc1NC(=O)C1CSC2(C)CCC(=O)N12 (stereo unspecified)
    . | -1% | 1µM* | -17% | ? | 0%
> Cc1cccc(C)c1NC(=O)CSCC(=O)O
    1% | 0% | 12% | 13% | -2% | -7%
> Clc1cccc(-c2nnc3n2CCCCC3)c1
    -2% | -5% | 478%[activator] | -4% | -5% | 4%

The results go on.
The line under a structure holds: LmPK inhibitor | TbPYK inhibitor | Pf growth 48h | HCV inhibitor | Pf growth 96h | Sm TGR block
> CC(=O)N1c2ccc(S(=O)(=O)N3CCCC3C(=O)Nc3ccc(C)cc3)cc2CC1C (stereo unspecified)
    1% | -5% | 1% | -12% | ? | -10%
> C=CCNC(=O)c1ccc(N(CC=C)S(C)(=O)=O)cc1
    1% | -1% | -10% | 9% | -15% | -10%
> CC(C)OC(=O)c1c(NS(=O)(=O)c2ccccc2)sc2c1CCCC2
    -2% | ? | 8% | ? | -8% | -15%
> CN(C)S(=O)(=O)c1cccc(-c2csc(N/N=C/c3ccco3)n2)c1
    -4% | 3% | ? | ? | -6% | ?
> CC(C)(C)P(=O)(N1CCOCC1)N1CCOCC1
    -5% | -2% | . | -3% | 75%[activator] | ?
> CCOc1ccc(CN2CCN(CCCn3cccn3)CC2CCO)cc1 (stereo unspecified)
    7% | 0% | 35%[activator] | 1% | 28% | -5%
> CCCOc1ccc(C2C(=O)N(C3CCCCC3)CC(=O)N2CCC)cc1OC (stereo unspecified)
    -7% | 0% | ? | -14% | 29% | 0%
> CCOC(=O)C1=C(COC(=O)c2ccccc2OC(F)F)NC(=O)NC1C (stereo unspecified)
    . | 1% | -19% | -12% | 1% | ?
> CCOC(=O)C(C)NC(=O)Cn1ncc2c(=O)oc3ccc(C)cc3c21 (stereo unspecified)
    0% | -6% | ? | 12% | 83%[activator] | 0%
> CC(=O)Nc1ccc(N2C(=O)CSC2c2ccc([N+](=O)[O-])cc2)cc1 (stereo unspecified)
    8% | -8% | -3% | 9% | 10% | -9%
> CCC(C)NC(=O)CSc1nnc(-c2ccc(Cl)cc2)n1N (stereo unspecified)
    -5% | -2% | -1% | 3% | -10% | -4%
> COc1ccc(CNC(=O)C[C@H]2C(=O)N(C3CCCCC3)C[C@@H]2Cc2ccccc2)cc1
    0% | -11% | -8% | 3% | 12µM* | 10%
> Cn1c(-c2ccc(F)cc2)cnc1SCC(=O)Nc1ccccc1
    -2% | -5% | -2% | ? | ? | 1%[57.1 µM]
> Cc1sc2nc(CSCC(=O)N3CC(C)OC(C)C3)[nH]c(=O)c2c1C (stereo unspecified)
    . | 5% | ? | 24% | 21% | 2%
> O=S(=O)(O/N=C1\CCCc2ccccc21)c1ccccc1
    4% | 0% | . | 0% | 13% | -1%

Brought forward from above: two compounds, followed by the next part.
The line under a structure holds: LmPK inhibitor | TbPYK inhibitor | Pf growth 48h | HCV inhibitor | Pf growth 96h | Sm TGR block
> Cc1sc2nc(CSCC(=O)N3CC(C)OC(C)C3)[nH]c(=O)c2c1C (stereo unspecified)
    . | 5% | ? | 24% | 21% | 2%
> O=S(=O)(O/N=C1\CCCc2ccccc21)c1ccccc1
    4% | 0% | . | 0% | 13% | -1%
> O=C(CSc1nc2ccccc2c(=O)n1NC(=O)c1ccccc1)c1ccccc1
    -10% | 6% | 93%[activator] | 0% | i | 4%
> Clc1cc(Br)ccc1OCCn1ccnc1
    -7% | 5% | ? | ? | . | 18%
> COc1ccccc1N1CCN(C(=O)CSc2nc(N)cc(=O)[nH]2)CC1
    9% | -4% | -3% | 12% | . | -2%
> O=C(O)Cc1ccc(NC(=O)c2ccc3c(c2)C(=O)N(CC2CCCO2)C3=O)cc1 (stereo unspecified)
    -9% | 0% | -6% | . | -16% | -112%
> CCCCSc1nnc(CNC(=O)C23CC4CC(CC(C4)C2)C3)n1Cc1ccccc1
    3% | -12% | 13µM* | ? | ? | -7%
> O=c1oc2cc(Br)ccc2n1Cc1ccccc1
    4% | 3% | 14% | -6% | 48%[activator] | -10%
> CC1(C)CC(=O)C([N+](=O)[O-])=C(NCCCC(=O)O)C1
    1% | -1% | 17% | 27% | 0% | -1%
> CCc1ccc(NC(=O)C(C)OC(=O)c2c(C)nn(Cc3ccccc3)c2Cl)cc1 (stereo unspecified)
    4% | 3% | 11% | 11µM* | ? | -4%
> CC(C)Cc1nc2oc3c(NCCCN4CCOCC4)ncnc3c2c2c1CCC2
    -1% | -6% | ? | 10µM* | ? | 0%
> O=C(NCc1ccccc1)c1cc(-c2ccco2)on1
    -1% | 8% | 70%[activator] | -8% | 0% | -21%
> O=C(CSc1nnc(CNC(=O)c2ccccc2)o1)Nc1ccc2c(c1)OCO2
    3% | 4% | 9% | . | 23% | -1%
> O=C(Nc1ccc(C(=O)N2CCN(c3ccc(Cl)cc3)CC2)cc1)C1=CSCCO1
    3% | -1% | ? | -11% | 0% | -6%
> O=S(=O)(NCC(c1ccco1)N1CCc2ccccc21)c1ccccc1 (stereo unspecified)
    . | -1% | ? | 18% | ? | -2%
> CNC(=O)c1ccc(Nc2nnc(C)c3ccccc23)cc1
    1% | 5% | 11% | -2% | 112%[activator] | 2%
> CC1CCCC(C)N1C(=O)COC(=O)c1ccc(F)c(S(=O)(=O)N2CCOCC2)c1 (stereo unspecified)
    -2% | -1% | -3% | 2% | -12% | 0%
> CC(C)Cn1c(NCCO)nc2ccccc21
    0% | 0% | . | 35%[activator] | 0% | 0%
> O=C(CSc1nc2ncc(Cl)cc2[nH]1)c1ccc2c(c1)OCO2
    6% | -16% | ? | 2% | 36%[activator] | -2%
> C#CCOCCOCCOCCNc1nc(N2CCN(C(=O)C([C@@H](C)CC)n3cc(C(N)Cc4ccc(O)cc4)nn3)CC2)nc(N2CCN(C(=O)[C@H](CCC(=O)O)n3cc(C(N)[C@H](C)CC)nn3)CC2)n1 (stereo partly specified)
    6% | 2% | 13% | 13% | ? | -28%
> CCOC(=O)N1CCN(CCC(=O)c2ccc(Cl)cc2)CC1
    -1% | -8% | 2% | 1% | 175%[activator] | 0%
> CCc1ccc(NC(=O)Cn2nc(C(F)(F)F)c3c2CCC3)cc1
    3% | -3% | 39%[activator] | -16% | 68%[activator] | -16%
> Oc1ccc(/C=N/Nc2cc(N3CCCC3)nc(N3CCCC3)n2)cc1O
    -1% | -9% | ? | ? | ? | -34%
> O=C(c1ccc(N2CCCC2=O)cc1)N1CCN(c2cccc(C(F)(F)F)c2)CC1
    . | 3% | -18% | ? | 0% | -4%
> CC(=O)c1cccc(NC(=O)CCNC(=O)c2cccc(C)c2)c1
    -1% | -5% | 0% | -18% | 1% | -2%
> CN(C)c1nc(NCc2ccccc2)nc(N/N=C/c2ccc(Br)cc2)n1
    2% | 7% | 13µM* | 6% | ? | .
> COc1ccc(CC2(CO)CCN(Cc3cccc(OC)c3OC)CC2)cc1
    -2% | 1% | -4% | -28% | ? | 2%
> CCc1cc(=O)oc2cc(OCC(=O)N3CCC[C@H]3C(=O)O)ccc12
    -10% | -11% | -2% | 14% | 23% | -20%
> Cc1cccc(OCC(=O)O/N=C(\N)c2ccc(Cl)cc2)c1
    0% | -6% | 28% | 15% | ? | -19%

Taken from the results shown (four entries):
The line under a structure holds: LmPK inhibitor | TbPYK inhibitor | Pf growth 48h | HCV inhibitor | Pf growth 96h | Sm TGR block
> CN(C)c1nc(NCc2ccccc2)nc(N/N=C/c2ccc(Br)cc2)n1
    2% | 7% | 13µM* | 6% | ? | .
> COc1ccc(CC2(CO)CCN(Cc3cccc(OC)c3OC)CC2)cc1
    -2% | 1% | -4% | -28% | ? | 2%
> CCc1cc(=O)oc2cc(OCC(=O)N3CCC[C@H]3C(=O)O)ccc12
    -10% | -11% | -2% | 14% | 23% | -20%
> Cc1cccc(OCC(=O)O/N=C(\N)c2ccc(Cl)cc2)c1
    0% | -6% | 28% | 15% | ? | -19%

Compound activity as filed in PubChem BioAssay.
